# XIAP antagonists = XIAP antagonists, biochemical, IAP family, fluorescence polarization (AID 1018). 0.007% of 200,000 active. one-dose displacement, % at 20 µM; IC50 in µM for titrated hits. XIAP BIR domain, fluorescence polarization peptide displacement; higher % means a stronger effect; in the data active means displacement above about 50%; further: a part of the inactive calls stands beside numbers as strong as those of hits
# Yfh1-depleted yeast = mitochondrial function rescue without frataxin homolog – Friedreich's ataxia, plus single-dose screen, dose response (AID 1465). fold induction at 50 µM; hits with a dose series show EC50 in µM. S. cerevisiae Yfh1-off respiration, WST-1 reduction, 72 h; higher fold induction means a stronger effect. 0.074% of 220,000 active;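 active means fold induction of absorbance versus untreated yeast above a set limit, then at least 30% activation at any dose in follow-up; inconclusive means repeats straddling the limit, or above it without dose testing; inactive means fold induction below the set limit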;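 further: activators that raise dye reduction in frataxin-depleted yeast; strong numbers were not always called active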
# M1AAP inhibition = P. falciparum M1AAP inhibitors, biochemical, fluorogenic H-Leu-NHMec substrate, 1536-well (AID 1445); recombinant M1AAP, H-Leu-NHMec fluorogenic kinetic assay; higher % means a stronger effect; inhibition, % at 30 µM; hits with a dose series show IC50 in µM; 0.42% of 220,000 active;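 active means primary inhibition above the hit cutoff, then over 50% inhibition at one or more dose response concentrations, cut at about 23% in these data, passing the limit was not always enough; inconclusive means conflicting primary data, or primary hits not chosen for dose response; inactive means low primary inhibition, or under 50% at every dose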;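 further: plate controls were DMSO full reaction for no effect and no enzyme background for full effect; strong numbers were not always called active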
# Salmonella PhoP GFP = inhibitors of PhoP regulon expression, primary screen, Salmonella Typhimurium, GFP reporter (AID 1863); S. Typhimurium PhoP-regulated promoter GFP reporter, 4 h; higher % means a stronger effect; inhibition, % at 50 µM, or IC50 in µM where a hit was titrated; 0.16% of 300,000 active;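 active means inhibition over 29.93%, a cutoff 3 SD above the screen mean, later confirmed by dose response; inconclusive means inhibition over 29.93% but no dose response follow-up; inactive means inhibition at most 29.93% or unconfirmed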;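 further: 0% = low Mg2+ inducing control and 100% = high Mg2+ repressing control; strong numbers were not always called active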
# West Nile antiviral = inhibition of WNV-induced cytopathic effect – cell-based, CPE readout (AID 1621). West Nile virus-infected cells, CPE inhibition; higher % means a stronger effect. CPE inhibition, % at 10 µM; hits with a dose series show IC50 in µM. 0.02% of 290,000 active; in the data active means a potency from the dose series; inconclusive means CPE inhibition mostly from about 3.7% at the one dose, without a potency; inactive means the rest, 99 in 100 with CPE inhibition below about 2.2%; further: strong numbers were not always called active
# ER stress rescue = protection against thapsigargin-triggered cell killing – 384-well, CSM14.1, ATP luminescence, primary screen (AID 1222); one-dose cellular ATP content (survival), % at 20 µM; EC50 in µM for titrated hits; 190,000 tested, under 10 active; CSM14.1 thapsigargin-induced death rescue, ATP luminescence; higher % means a stronger effect;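 active means EC50 below 50 µM in the dose-response confirmation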;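 further: death triggered by thapsigargin at about 15 µM added after 2 h compound pretreatment; cell ATP read after overnight thapsigargin exposure of roughly 18 to 22 hours; normalized against plate controls of thapsigargin alone and 5% DMSO vehicle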
# human PMI inhibitors = MPI inhibition at elevated mannose 6-phosphate – biochemical, fluorescence intensity, high mannose 6-phosphate, primary screen (AID 1220). 0.66% of 190,000 active. inhibition, % at 20 µM; hits with a dose series show IC50 in µM. recombinant PMI enzyme, coupled fluorescence intensity; higher % means a stronger effect; in the data active means inhibition above about 50%
# SIAH1 antagonists = blockers of Siah-1 interaction with plectin peptide – biochemical, fluorescence polarization, rhodamine-plectin, uHTS, primary screen (AID 1817); 0.02% of 290,000 active; Siah-1 / rhodamine-plectin peptide fluorescence polarization; higher % means a stronger effect; displacement, % at 20 µM, or IC50 in µM where a hit was titrated;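 active means displacement of at least 50% at 20 µM, with a fluorescence ratio check between 0.3 and a set limit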;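 further: plate controls were Siah plus tracer with DMSO for no effect and tracer alone without Siah for full effect; strong numbers were not always called active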
# P. falciparum M17LAP = P. falciparum M17LAP inhibitors, primary screen, biochemical, fluorogenic H-Leu-NHMec substrate, 1536-well (AID 1619) | 0.38% of 220,000 active | one-dose inhibition, % at 30 µM; IC50 in µM for titrated hits | recombinant M17LAP, H-Leu-NHMec fluorogenic kinetic assay; higher % means a stronger effect;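 active means compound inhibiting the enzyme by more than half at any dose during confirmatory dose-response retesting; inconclusive means strong single-dose inhibitors picked by rank but not retested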;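 further: plate controls were full reaction with DMSO carrier for no effect and no enzyme background for full effect; strong numbers were not always called active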
# * = called active by the depositor; i = inactive; ? = inconclusive; nt = no result given.
SMILES,XIAP antagonists,Yfh1-depleted yeast,M1AAP inhibition,Salmonella PhoP GFP,West Nile antiviral,ER stress rescue,human PMI inhibitors,SIAH1 antagonists,P. falciparum M17LAP
COC(=O)c1c(C)cc(C)n2c1nc1ccccc12,-2.2%,i,10%,2%,-0.3%,-2.9%,-2%,-1%,-16%
CSc1nnc(CCCCCNC(=O)OC(C)(C)C)o1,nt,i,-2%,-5%,-0.3%,nt,nt,15%,-16%
Cc1csc(SCC(=O)Nc2nc(-c3ccccc3)cs2)n1,-3.2%,i,1%,3%,-0.1%,-1.8%,16%,7%,-9%
COC(=O)CSc1nc(C2CC2)cc(C(F)(F)F)c1C#N,-1.6%,i,0%,3%,0.2%,1.7%,-2%,-3%,7%
O=C(N1CCCCC1)N1CCN(S(=O)(=O)c2ccc(Cl)cc2)CC1,-1.0%,i,11%,5%,-1.1%,-0.2%,nt,0%,-6%
Cc1occc1C(=O)N/N=C/c1c[nH]c2ccccc12,0.4%,i,10%,11%,-0.4%,-0.5%,1%,12%,33%
Cc1cc2cc(C)c(NCCNC(=O)c3cccc(F)c3)nc2cc1C,-4.7%,i,3%,-5%,-1.1%,-3.2%,9%,3%,0%
COc1cc(OC)cc(-c2nnc(SCC(=O)Nc3cccc(C(=O)O)c3)s2)c1,-3.4%,i,5%,3%,0.9%,-0.6%,4%,-3%,38%
CCC(C)C(NC(=O)c1ccccc1NC(=O)c1ccccc1)C(=O)N1CCOCC1 (stereo unspecified),-4.8%,i,1%,-11%,-0.8%,3.3%,9%,0%,-16%
CCC(C)NC(=O)Cn1cc(S(=O)(=O)N2CCN(c3ccccc3F)CC2)c2ccccc2c1=O (stereo unspecified),-18%,i,-3%,-4%,-1.9%,0.1%,9%,0%,16%
COCCNC(=S)N1CCc2cc(OC)c(OC)cc2C1COc1ccc(F)cc1 (stereo unspecified),-4.2%,i,3%,4%,-0.6%,-1.6%,-4%,-1%,15%
N/C(=N\OC(=O)CN1C(=O)c2ccccc2C1=O)c1ccc(Br)cc1,-1.1%,i,5%,-6%,0.7%,0.7%,2%,0%,-1%
CC(C)OC(=O)c1ccc(NC(=O)CSc2nc3ncccc3[nH]2)cc1,-6.6%,i,4%,14%,-0.8%,1.3%,1%,7%,2%
Cn1cc(S(=O)(=O)N2CCc3ccccc3C2)c(=O)n(C)c1=O,-3.0%,i,13%,-11%,0.0%,-2.7%,3%,4%,-7%
CS(=O)(=O)N(CCc1ccccc1)CC(=O)NCc1ccc(Cl)cc1,-6.0%,i,2%,2%,-0.3%,0.4%,-2%,-2%,-4%
Cc1ccc(S(=O)(=O)c2cc3c(=O)n4ccccc4nc3n(Cc3ccco3)c2=N)cc1C,-5.0%,i,15%,-12%,0.0%,12%,-31%,10%,-12%
COc1ccc(N2CCC(CNC(=O)Nc3cccc(OC)c3)C2)cc1 (stereo unspecified),-1.1%,i,10%,-7%,-0.5%,-1.1%,nt,4%,-4%
COc1ccc(OC)c(C(=O)c2ccc(C(=O)N3CCCCC3)cc2)c1,-2.0%,i,3%,3%,-0.5%,-0.9%,-2%,-5%,-4%
CCOC(=O)N/N=C(/C)c1ccc([N+](=O)[O-])o1,-2.3%,i,6%,-5%,0.3%,1.6%,-13%,0%,8%
COCCOC(=O)c1c(C)oc2ccc(NS(=O)(=O)c3ccc(F)cc3)cc12,nt,i,2%,-4%,-0.4%,nt,nt,2%,11%
N/C(Cc1ccc(Cl)cc1Cl)=N\OC(=O)c1ccc(Br)o1,nt,i,-3%,2%,0.1%,nt,nt,3%,-1%
CCOc1cc(C=O)cc(Cl)c1OCC(N)=O,-14%,i,6%,2%,0.5%,-0.3%,17%,-1%,-4%
Cc1ccc(S(=O)(=O)N2CCN(C)CC2)c(C)c1N(C)S(=O)(=O)c1ccc(Cl)cc1,-7.8%,i,-6%,3%,-0.5%,5.5%,4%,2%,-8%
O=C(NN1C(=O)C2C3C=CC(C3)C2C1=O)c1ccccc1 (stereo unspecified),-2.9%,i,0%,7%,-0.5%,1.2%,-3%,2%,2%
O=C(c1n[nH]c2c1CCCC2)n1ccnc1,-8.7%,i,-7%,15%,1.6%,nt,5%,4%,-4%
O=C(NN1C(=O)C2C3c4ccccc4C(c4ccccc43)C2C1=O)c1ccc(Cl)cc1 (stereo unspecified),-8.1%,i,5%,-12%,-1.3%,-2.5%,21%,8%,12%
O=C(NCCc1ccccc1)C1CCN(C(=O)c2sccc2-n2cccc2)CC1,-5.8%,i,5%,3%,-0.3%,-1.6%,-4%,6%,-1%
O=C(Nc1ccc2nsnc2c1)c1cccs1,-11%,i,11%,-5%,-0.2%,-2.7%,11%,6%,7%
CCC(=O)c1ccc(N2CCN(C(=O)c3ccc(Br)cc3)CC2)c(F)c1,-1.5%,i,0%,-5%,-1.2%,-2.1%,9%,0%,2%
COc1ccc(NC(=O)CN2C(=O)C(C)Oc3ccccc32)cc1 (stereo unspecified),-2.3%,i,3%,3%,nt,1.5%,0%,-1%,8%
COc1ccc(C(=O)COC(=O)c2nn(C)c(=O)c3ccccc23)c(OC)c1,-4.5%,i,2%,4%,nt,-1.4%,-1%,30%,5%
COc1ccc(Nc2c([N+](=O)[O-])ccc3c2=NC2(CCCCC2)N=3)cc1,-5.5%,i,6%,4%,-0.4%,nt,nt,-8%,4%
O=C(O)c1cc(Cl)nc2ccccc12,nt,i,1%,-8%,0.5%,nt,nt,6%,-5%
COc1ccccc1C(=O)NCC(=O)N/N=C/c1cc(Br)ccc1OCc1ccccc1,-4.2%,i,5%,21%,0.1%,-2.1%,4%,-3%,1%
Oc1ccc(/C=N/N2CCN(C3c4ccccc4-c4ccccc43)CC2)c(O)c1,-7.1%,i,-4%,6%,0.1%,0.2%,28%,0%,0%
O=C(Nc1cccc(S(=O)(=O)Nc2ccccc2F)c1)c1ccc2ccccc2n1,-6.0%,i,6%,-5%,-1.1%,1.6%,44%,8%,-4%
CCn1c(-c2ccc3[nH]c(C)c(C)c3c2)n[nH]c1=S,-3.6%,i,5%,12%,-0.2%,-1.0%,-1%,0%,16%
CC1(C)OC(=O)C(=CNc2cccc(C(=O)O)c2)C(=O)O1,-21%,i,13%,-1%,-0.1%,3.6%,-5%,-1%,24%
COC(=O)NNC(=O)c1ccc(Cl)cc1Cl,-5.9%,i,3%,-4%,1.1%,-0.3%,-10%,3%,-9%
COc1ccc(S(=O)(=O)N2CCCCC2)cc1NC(=O)CN(C)C1CCCCC1,-4.1%,i,-12%,-2%,-0.7%,0.4%,1%,1%,11%
CC(C)(Oc1ccc(Br)cc1)C(=O)N1CCc2ccccc21,-2.4%,i,3%,-5%,0.3%,-2.2%,1%,4%,0%
O=C(NCCCN1CCN(CCCNC(=O)c2cc([N+](=O)[O-])ccc2Cl)CC1)c1cc([N+](=O)[O-])ccc1Cl,-0.3%,i,-1%,14%,-0.1%,13%,-3%,4%,-4%
NC(=O)C(=O)NN=C1C2CC3CC(C2)CC1C3,-6.3%,i,-3%,-6%,0.8%,-0.4%,7%,-2%,1%
CCOC(=O)c1c(C)[nH]c(C(=O)Cn2nnc(-c3ccccc3Cl)n2)c1C,-5.3%,i,-2%,-1%,-0.2%,-1.2%,9%,0%,-6%
CCOC(=O)NC(=O)/C(C#N)=N\Nc1cccc(OC)c1,-7.8%,i,7%,0%,-0.4%,-1.3%,5%,6%,12%
CN(C)c1ccc(/C=[N+](\[O-])C2SC(=S)N(C)C2(C)C)cc1 (stereo unspecified),0.2%,nt,10%,1%,nt,-0.5%,-4%,0%,5%
O=C(COc1ccc(Br)cc1)Nc1ccc(Cc2ccncc2)cc1,-6.7%,i,6%,-12%,0.2%,-2.4%,10%,-4%,-2%
COC(=O)c1cccc(NC(=O)COC(=O)CSc2nc(C)cc(C)n2)c1,10%,i,7%,4%,0.0%,-0.4%,17%,3%,5%
COc1ccc(CCn2c(NCc3ccco3)nc3c2c(=O)[nH]c(=O)n3C)cc1,-5.6%,i,5%,12%,0.2%,-1.3%,-14%,-8%,3%
N#C/C(=C\Nc1ccccc1SC(F)(F)F)c1nc(-c2ccc(Cl)cc2)cs1,-9.7%,i,1%,-4%,-0.1%,5.2%,-5%,-3%,0%
CC(C)c1ccc(NC(=O)COC(=O)[C@H](CCC(N)=O)NC(=O)c2ccc(F)cc2)cc1,-0.1%,nt,-1%,-3%,nt,-0.7%,8%,3%,6%
CCCCOc1ccc(/C(O)=C2/C(=O)C(=O)N(CCN(C)C)C2c2ccc(O)c(OC)c2)cc1 (stereo unspecified),-7.5%,i,10%,-7%,-0.7%,nt,14%,-2%,20%
CN(C)S(=O)(=O)c1ccc(C(=O)Nc2nnc(-c3ccco3)o2)cc1,-5.9%,i,5%,-4%,1.1%,-0.7%,-17%,0%,42%
O=C(NC1CCCc2ccccc21)C1CCCN(S(=O)(=O)c2cnc[nH]2)C1 (stereo unspecified),-0.8%,i,9%,7%,0.1%,0.9%,4%,-3%,-1%
Cc1ccc(-c2csc(NC(=O)C3=NN(C4CCS(=O)(=O)C4)C(=O)CC3)n2)cc1 (stereo unspecified),nt,i,2%,-12%,0.1%,nt,nt,11%,-6%
COc1ccc(OC)c(CNc2ccc([N+](=O)[O-])cc2C)c1,-1.3%,i,1%,2%,-1.6%,-0.6%,11%,10%,0%
Cc1ccc2oc(Nc3nc(C)cc(C)n3)nc2c1,-3.2%,i,1%,6%,-0.7%,-0.8%,1%,-4%,7%
Cc1ccc(S(=O)(=O)Nc2ccccc2C(=O)OC(C)C(=O)Nc2ccc3ccccc3c2)cc1[N+](=O)[O-] (stereo unspecified),1.2%,i,-1%,-10%,-0.7%,-3.0%,1%,-4%,-9%
Cc1occc1C(=O)N/N=C/c1ccc2c(c1)OCO2,nt,i,3%,-5%,-0.2%,nt,nt,6%,-7%
O=C(CSc1n[nH]c(=O)n1C1CC1)Nc1cc(Cl)ccc1Oc1ccccc1,-2.6%,i,1%,3%,-0.2%,1.4%,-4%,-2%,-6%
Cc1cc(C)c(S(=O)(=O)N2CCN(C(=O)c3cccs3)CC2)c(C)c1,-0.5%,i,-3%,4%,-1.6%,-0.3%,-1%,5%,2%
COc1cc2c(cc1OC)CN(C(=S)Nc1ccc(OC(F)F)cc1)CC2,-4.3%,i,4%,-7%,-0.1%,-3.4%,16%,0%,-11%
COc1nc(-c2ccc(Cl)cc2)ccc1-c1noc(-c2cccs2)n1,-8.0%,i,3%,12%,?,-0.1%,-11%,12%,-1%

# Bioassay records: PubChem, several laboratories
